STK33 inh: blocks human STK33 kinase activity; inhibition, % at 10 µM; purified STK33, MBP phosphorylation, ADP-Glo luminescence; 320,000 compounds, 0.073% hits; AID 2661;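 active = inhibition at or above 25%, using the most active replicate where run in duplicate; inactive = inhibition below 25%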
Target sequence (Q9BYT3 whole entry, looked up): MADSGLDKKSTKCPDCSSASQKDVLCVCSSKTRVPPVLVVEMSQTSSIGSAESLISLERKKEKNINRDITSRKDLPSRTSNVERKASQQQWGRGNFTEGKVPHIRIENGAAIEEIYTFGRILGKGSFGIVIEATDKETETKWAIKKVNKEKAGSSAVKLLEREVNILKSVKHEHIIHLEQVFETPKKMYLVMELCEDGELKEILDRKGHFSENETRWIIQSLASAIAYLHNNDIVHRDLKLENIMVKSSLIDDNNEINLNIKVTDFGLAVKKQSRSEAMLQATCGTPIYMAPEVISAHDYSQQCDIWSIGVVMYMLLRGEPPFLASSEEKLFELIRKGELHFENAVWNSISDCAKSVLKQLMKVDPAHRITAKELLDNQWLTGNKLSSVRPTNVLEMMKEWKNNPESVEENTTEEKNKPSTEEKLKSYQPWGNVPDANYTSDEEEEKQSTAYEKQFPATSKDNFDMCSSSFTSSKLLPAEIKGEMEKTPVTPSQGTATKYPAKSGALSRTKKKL
CHT inh: inhibitors of human choline transporter CHT. AID 488975. CHT-expressing cells, membrane potential dye, choline response; active compounds read low. 310,000 compounds, 0.86% hits. Q9GZV3. B-score at 10 µM;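 active = B-score over 3 SD under the library average, and starting fluorescence ratio not unusually high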;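 note: choline stimulus applied at its EC90 after an EC20 pre-addition; B-score computed on integrated fluorescence ratio after choline addition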
Target sequence (Q9GZV3 whole entry, looked up): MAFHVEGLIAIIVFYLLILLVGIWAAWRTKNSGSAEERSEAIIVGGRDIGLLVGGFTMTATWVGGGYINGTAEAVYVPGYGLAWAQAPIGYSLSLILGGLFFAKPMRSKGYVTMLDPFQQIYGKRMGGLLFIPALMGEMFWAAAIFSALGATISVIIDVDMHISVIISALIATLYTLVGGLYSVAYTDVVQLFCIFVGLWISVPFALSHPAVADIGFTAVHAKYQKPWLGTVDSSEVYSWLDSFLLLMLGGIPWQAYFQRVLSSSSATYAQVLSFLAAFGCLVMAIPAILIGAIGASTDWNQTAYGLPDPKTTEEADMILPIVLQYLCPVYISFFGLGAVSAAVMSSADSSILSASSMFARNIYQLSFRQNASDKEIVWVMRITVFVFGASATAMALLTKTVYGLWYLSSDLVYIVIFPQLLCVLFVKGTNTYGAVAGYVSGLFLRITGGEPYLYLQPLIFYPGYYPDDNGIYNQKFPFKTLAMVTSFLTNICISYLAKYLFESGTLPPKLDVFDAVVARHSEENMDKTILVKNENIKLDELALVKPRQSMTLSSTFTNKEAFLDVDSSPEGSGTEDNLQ
CHT PAM: allosterically activates the human high affinity choline transporter | Q9GZV3 | CHT-expressing cells, membrane potential dye, choline EC20; active compounds read high; LV-AA mutant CHT in HEK293 cells | B-score at 10 µM | 310,000 compounds, 0.49% hits | AID 488977;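 active = initial fluorescence not abnormally high and integrated response B-score, plate-corrected, over 3 SD above library mean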
Active calls of the source: *; i = inactive; x = not tested or not shown. Hits appear at their usual frequency; about 1.5% have a hit in one of these screens.

canonical_smiles	STK33 inh	CHT inh	CHT PAM
Cc1cccc(NC(=O)COC(=O)Cc2c[nH]c3ccccc23)c1C	-0.7	i	i
CC(=O)Nc1ccccc1Oc1ccccc1	-2.1	i	i
O=C(CN1CCOCC1)Nc1nc2ccc(F)cc2s1	0.2	i	i
CC(C)c1ccc(NC(=O)Cc2cn(C)c3ccccc23)cc1	-1.5	i	i
O=c1c2c(-c3ccc([N+](=O)[O-])cc3)csc2nc2n1CCC2	0.0	i	i
COc1ccc(-c2noc(CN3CCC(Cc4ccccc4)CC3)n2)cc1	-0.8	i	i
CCc1nnc(NC(=O)CSc2nc(N)c(NC(=O)c3ccc(OC)cc3)c(=O)[nH]2)s1	-2.3	i	i
O=C(CN1CCOCC1)N1N=C(c2cccs2)CC1c1cccs1 (stereo not given)	-0.9	i	i
CN(Cc1ccccc1Cl)C(=O)c1cnccc1C(F)(F)F	-1.6	i	i
CCn1nnc(NC(=O)c2ccc(Br)o2)n1	-1.5	i	i
Cn1c(CCNC(=O)c2ccco2)nc2cc(NC(=O)c3ccccc3)ccc21	-0.1	i	i
CCCCOc1ccc(C(=O)NCC(=O)N2CCN(Cc3ccc4c(c3)OCO4)CC2)cc1	x	i	i
COc1cc(C(=S)N2CCOCC2)cc(OC)c1OC(=O)Cc1ccc(F)cc1	0.3	i	i
CCCc1c(O)nc(SCCN(CC)CC)[nH]c1=O	0.7	i	i
O=C(NC1CCN(Cc2ccccc2)C1)c1cc(COc2ccc(F)cc2F)on1 (stereo not given)	0.5	i	i

The list goes on:
canonical_smiles	STK33 inh	CHT inh	CHT PAM
O=C(c1ccc([N+](=O)[O-])cc1)N1CCOC12CCN(c1ncc(C(F)(F)F)cc1Cl)CC2	-1.4	i	i
CCCNC(=O)COC(=O)c1ccc(S(=O)(=O)N2CCCC2)cc1	-0.4	i	i
CCC(=O)Nc1ccc(NC(=O)c2cc3ccccc3o2)c(OC)c1	-1.0	i	i
COc1ccc(Cl)cc1NC(=S)N1CCN(C(=O)c2ccco2)CC1	-1.9	i	i
COC(=O)CSc1nc(NCc2ccccc2)nc(N(C)C)n1	-0.7	i	i
COC(=O)/C=C/c1ccc2c(c1)S(=O)(=O)N(Cc1ccc(OC)cc1)[C@H]2CC(=O)OC	-1.0	i	i
O=C(O)CC(NC(=O)/C(=C/c1ccccc1)NC(=O)c1ccccc1)c1ccccc1 (stereo not given)	-2.2	i	i
O=C(O)c1cc(C(=O)C2CC2)c[nH]1	-0.3	i	i
CC(C)C(c1nnnn1C1CCCCC1)N1CCc2ccccc2C1 (stereo not given)	-1.3	i	i
CC(=O)c1cccc(S(=O)(=O)NC2CCSc3ccccc32)c1 (stereo not given)	0.1	i	i
COc1cccc(C(c2sc3ncnn3c2O)N2CCN(C(=O)c3ccco3)CC2)c1 (stereo not given)	-2.0	i	i
CC(C)CCSc1nc2[nH]ncc2c(=O)[nH]1	-1.4	i	i
COC(=O)C1CCN(Cc2cn(Cc3ccccc3)nc2-c2cc3ccccc3o2)CC1	0.8	i	i
COC(=O)/C(=C/c1ccc(OC)cc1)NC(=O)c1ccco1	-1.5	i	i
CC(=O)c1ccc(OCc2cc(C(=O)N3CCOCC3)no2)cc1	0.6	i	i

Next compounds:
canonical_smiles	STK33 inh	CHT inh	CHT PAM
O=C(Nc1cc(Sc2nc3ccccc3s2)cc([N+](=O)[O-])c1)c1ccccc1F	0.4	i	i
COc1ccc(NS(=O)(=O)c2cc(-c3cnc(C4CC4)o3)ccc2C)cc1	-1.1	i	i
Cc1ccc(-c2csc3nc(C)n(N)c(=O)c23)o1	-0.2	i	i
CCc1ccc(NC(=O)c2cc(C(C)C)on2)cc1	0.2	i	i
O=C(NNc1ccccc1)C(=O)NNS(=O)(=O)c1ccc([N+](=O)[O-])cc1	-1.0	i	i
O=C(NCc1ccccc1)c1ccc(CN2CCOCC2)cc1	-0.5	i	i
COc1ccc(NC(=O)Cn2c(=O)n(-c3ccc(CC(=O)NCc4ccco4)cc3)c(=O)c3ccccc32)cc1	0.2	i	i
COC(=O)[C@H](CCSC)NC(=O)NCCc1ccc(F)cc1	-0.8	i	i
O=C(COc1ccc(/C=N/NC(=O)C(=O)N2CCCCC2)cc1)Nc1ccccc1Cl	1.9	i	i
COc1ccc(/C(N)=N/OC(=O)C2CCCCC2)cc1OC	0.5	i	i
CC(C)(CNC(=O)CCNC(=O)c1ccc(Br)cc1)N1CCOCC1	-0.7	i	i
CC1CC(=O)Nc2ccccc2N1C(=O)CN1CCN(c2ccccc2)CC1 (stereo not given)	-0.9	i	i
CCN1C(=O)C2CCCCN2c2ccc(C(=O)NCCOC)cc21 (stereo not given)	-1.1	i	i
Cc1ccc(NC(=O)CN(C)S(=O)(=O)c2ccc(Br)s2)cc1F	0.2	i	i
CNC(=O)c1c(NC(=O)CS(=O)(=O)c2ccc(F)cc2)sc(C)c1C	x	i	i

Full records as entered above. Values in the order: STK33 inh, CHT inh, CHT PAM
Entry for COc1ccc(/C(N)=N/OC(=O)C2CCCCC2)cc1OC → 0.5, i, i
Entry for COc1ccc(NS(=O)(=O)c2cc(-c3cnc(C4CC4)o3)ccc2C)cc1 → -1.1, i, i

Later entries:
canonical_smiles	STK33 inh	CHT inh	CHT PAM
COC(=O)c1ccc2c(=O)n(Cc3ccco3)c(SCC(=O)Nc3ccccc3Cl)nc2c1	-0.7	i	i
Cc1cc(Br)ccc1SCC(=O)OCC(=O)NCc1ccc2c(c1)OCO2	0.5	i	i
Cc1ccc(COc2ccsc2C(=O)NN)cc1	0.2	i	i
COc1cc(OC)c(OC)cc1/C=N/NC(=O)C[n+]1ccccc1	0.3	i	i
COc1ccc(-c2nc(N)n[nH]2)cc1	-0.4	i	i
Cc1ccc(-c2nn(-c3ccccc3)cc2C=O)o1	2.2	i	i
COc1ccc(-c2csc(NC(=O)c3c(OC)cccc3OC)n2)cc1	-1.6	i	i
Cc1ccsc1C(C(=O)NC1CCCCC1)N(C(=O)Cc1cccs1)C1CC1 (stereo not given)	2.8	i	i
O=C(C1CCN(S(=O)(=O)c2ccccc2)CC1)N1CCN(Cc2ccccc2)CC1	-0.8	i	i
O=C1Nc2ccc(S(=O)(=O)NCC3CCCO3)c3cccc1c23 (stereo not given)	0.4	i	i
CC(C)C(=O)Nc1ccc(S(=O)(=O)Nc2ccccn2)cc1	-0.2	i	i
CC(C)Cn1c(N)c(C(=O)COC(=O)c2ccc(O)cc2O)c(=O)n(C)c1=O	-1.8	i	i
CCOc1cc(C2C(C(=O)N3CCCCC3)=C(C)NC3=C2C(=O)CCC3)cc(Br)c1O (stereo not given)	-0.4	i	i
CCOc1ccccc1NC(=O)CN(C)S(=O)(=O)c1cccc2nsnc12	-1.1	i	i
COc1ccc(N(CC(=O)N/N=C(\C)c2cccs2)S(=O)(=O)c2ccccc2)cc1Cl	-1.2	i	i

4 compounds already listed, arranged by molar mass, lowest first.
canonical_smiles	STK33 inh	CHT inh	CHT PAM
COc1ccc(-c2nc(N)n[nH]2)cc1	-0.4	i	i
Cc1ccc(COc2ccsc2C(=O)NN)cc1	0.2	i	i
O=C(C1CCN(S(=O)(=O)c2ccccc2)CC1)N1CCN(Cc2ccccc2)CC1	-0.8	i	i
Cc1cc(Br)ccc1SCC(=O)OCC(=O)NCc1ccc2c(c1)OCO2	0.5	i	i

(next part)
canonical_smiles	STK33 inh	CHT inh	CHT PAM
CCCCCCCCOC(=O)CCn1[nH]c(=O)c2ccccc2c1=O	-2.1	i	i
Cc1cc(C(F)(F)F)nn1-c1nc(-c2ccco2)cc(C(F)(F)F)n1	x	i	i
O=C(N/N=C/c1ccc2ccccc2c1)c1ccc(COc2ccc3c(c2)CCC3)o1	-0.9	i	i
CSCCC(NC(=O)c1cccc([N+](=O)[O-])c1)C(=O)OCC(=O)N1CCCC1=O (stereo not given)	-2.3	i	i
COc1ccc(C2CC(c3ccc(C)cc3)Nc3nc(N)nn32)cc1 (stereo not given)	-1.2	i	i
Cc1cn(-c2ccc(Br)cc2)[nH]c1=O	0.6	i	i
Cc1ccc(OCC(=O)NS(=O)(=O)c2ccc(Cl)cc2)cc1	-1.4	i	i
Oc1c(N=Nc2ccccc2)sc2ccccc12	-1.1	i	i
COc1ccc(CNC(=O)c2c(-c3cc(Cl)c(OC)c(Cl)c3)noc2C)cc1	-0.4	i	i
Cc1cc(C)cc(NC(=O)CCC(=O)N2CCSc3ccccc32)c1	x	i	i
Cc1ccc2nc(-c3ccc(N4C(=O)CC(N5CCN(CCO)CC5)C4=O)cc3)sc2c1 (stereo not given)	3.7	i	i
O=C(CCS(=O)(=O)c1ccccc1)N1CCN(c2ccccc2F)CC1	-1.7	i	i
Nc1ccc(O)c2ccccc12	0.8	i	i
CO/N=C(/CS(=O)c1ccc(Br)cc1)c1ccc(OC)cc1 (stereo not given)	-1.7	i	i
CCCCn1c2c(c(=N)c3ccccc31)CCC2	-0.9	i	i

Remaining list, next part.
canonical_smiles	STK33 inh	CHT inh	CHT PAM
CCN(CC)CCn1c2c(c(SCC(=O)Nc3ccc(C(C)C)cc3)nc1=O)CCC2	0.2	i	i
Cc1ccc(S(=O)(=O)N2CCC(=O)N(C(COCc3ccccc3)C(C)C)CC2)cc1 (stereo not given)	-1.8	i	i
Cc1oc(-c2ccc(Cl)cc2)nc1CN1CCC(C(=O)NCCCN2CCOCC2)CC1	1.6	i	i
CC(C)(C)C1CCC(OCC(O)CN2CCN(Cc3ccccc3)CC2)CC1 (stereo not given)	-0.6	i	i
O=C(Nc1nnc(-c2ccncc2)o1)C1CCCCC1	0.1	i	i
COC(=O)Cc1cc(=O)n(-c2nc3ccccc3[nH]2)[nH]1	-2.5	i	i
COC(=O)COc1ccc(-c2nn(C)c(=O)c3ccccc23)cc1	0.2	i	i
COc1ccc(COC(=O)CCN=C2NS(=O)(=O)c3ccccc32)cc1F	-1.0	i	i
CCCCOc1ccccc1/C=N/NC(=O)CC#N	-0.7	i	i
Cc1cc(Cl)ccc1NNC(=O)c1c(C)noc1C	-1.9	i	i
CCCCCCCC(=O)NNC(=O)Cc1ccccc1	3.6	i	i
COc1ccccc1N1CCN(CC(=O)c2c(C)n(C)c3ccccc23)CC1	-1.7	i	i
O=C(NNC(=O)c1cc(-c2ccncc2)nc2ccccc12)c1ccccc1O	1.8	i	i
COc1ccc(OC)c(NC(=O)CN(c2ccc(OC)c(Cl)c2)S(C)(=O)=O)c1	-1.2	i	i
O=C(NCCc1csc(-c2cccnc2)n1)c1c(F)cccc1F	0.3	i	i

(list continues)
canonical_smiles	STK33 inh	CHT inh	CHT PAM
Cc1noc(NS(=O)(=O)c2ccc(NC(=O)C34CC5CC(C3)CC(n3cnc(Cl)n3)(C5)C4)cc2)c1C	-1.3	i	i
O=C(CSc1nccn1-c1ncc(C(F)(F)F)cc1Cl)c1ccc(Cl)cc1	-0.6	i	i
Cc1cc2cc3c(cc2nc1SCC(=O)N1c2ccccc2CC1C)OCO3 (stereo not given)	2.3	i	i
CC(c1ccc(F)cc1)n1cc(C(=O)NCc2ccccn2)nn1 (stereo not given)	-2.5	i	i
COc1ccc(O/C(=N\S(=O)(=O)c2ccccc2)c2ccccc2)cc1	-1.0	i	i
CCOc1ccccc1NC(=O)c1ccc(F)c(S(=O)(=O)N2CCC3(CC2)OCCO3)c1	-1.2	i	i
COC(=O)c1ccc(OCC(O)CNCC(c2ccc(OC)cc2)N(C)C)c(OC)c1 (stereo not given)	-0.4	i	i
COCc1cc(C)nc(OC)c1C(N)=O	0.1	i	i
CCCc1cc(=O)n2[nH]c(Cc3ccccc3)nc2n1	0.2	i	i
COc1ccc(N(CC(=O)Nc2ccc3c(c2)OCCO3)S(=O)(=O)c2c(C)noc2C)cc1	3.2	i	i
O=C(c1cn(-c2ccccc2)nc1-c1cc2ccccc2oc1=O)N1CCOCC1	1.0	i	i
CCN(C(=O)CN1CCN(c2ccc(O)cc2)CC1)c1c(N)n(Cc2ccccc2)c(=O)[nH]c1=O	-3.6	i	i
COc1cc([N+](=O)[O-])ccc1NC(=O)COC(=O)C=C(C)C	8.1	i	i
CSCCC(NS(=O)(=O)c1ccc2c(c1)OCCO2)C(=O)NCCc1ccccn1 (stereo not given)	-1.3	i	i
Cn1c(=O)n(C)c2cc([N+](=O)[O-])c(N3CCN(C(=O)c4ccc(F)cc4)CC3)cc21	-1.0	i	i

Just STK33 inh, for some of the entries so far:
SMILES	STK33 inh
CCCc1cc(=O)n2[nH]c(Cc3ccccc3)nc2n1	0.2
COc1ccc(N(CC(=O)Nc2ccc3c(c2)OCCO3)S(=O)(=O)c2c(C)noc2C)cc1	3.2

Next section
canonical_smiles	STK33 inh	CHT inh	CHT PAM
COC(=O)C(Cc1ccccc1)NC(=O)C12CC3CC(CC(C3)C1)C2 (stereo not given)	-3.7	i	i
C=C(NC(=O)C(=C)NC(=O)c1csc(C2=NC3c4csc(n4)C4NC(=O)c5csc(n5)C([C@@](C)(O)C(C)O)NC(=O)C5CSC(=N5)/C(=C\C)NC(=O)C(C(C)O)NC(=O)c5csc(n5)[C@]3(CC2)NC(=O)C(C)NC(=O)C(=C)NC(=O)C(C)NC(=O)C(C(C)CC)NC2C=Cc3c(C(C)O)cc(nc3C2O)C(=O)OC4C)n1)C(N)=O (stereo not given in full)	-1.8	i	i
Cc1ccc(-n2c(=O)c3c4c(sc3n3c(C)nnc23)COC(C(C)C)C4)cc1 (stereo not given)	-2.0	i	i
N#C/C(=C(/O)CCl)c1nnc2n1CCCCC2	-1.5	i	i
